Lamin A splicing – qHTS Assay for Modulators of Lamin A Splicing | HeLa LMNA splicing GFP/RFP minigene ratio, 48 h | Potency, µM (series often up to 46.1 µM), without a hit: at the highest dose ratio change, negative = inhibition, hits mostly inhibitors | 200,000 compounds, 0.01% hits; active = well fitted inhibition curve with a large enough effect in the signal ratio, with a control signal flat, not every such curve was filed as active; inconclusive = small, poorly fitted or top-dose-only effect, or effect the other way, or a change in a side signal; the % refers to the signal ratio; also: potency is read from the fitted curve at half-maximal effect; % is scaled to controls: 0 for no effect and ±100 for the full control effect
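S3 HeLa stable clones carrying a lamin A-EGFP splicing minigene plus DsRed2 were seeded at 600 cells/well in Opti-MEM with 2% FBS, pin-dosed and incubated 48 h at 37°C. Acumen cytometry (488 nm) gave the GFP/RFP total-intensity ratio.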
CBFb RUNX1 block – qHTS Assay for Compounds Blocking the Interaction Between CBF-beta and RUNX1 for the Treatment of Acute Myeloid Leukemia; Runt-related transcription factor 1 (Homo sapiens) + Core-binding factor subunit beta …; AlphaScreen CBFb-His/RUNX1-biotin binding, biochemical; Potency, µM (top dose mostly 59.8 µM), for inactives: at the top dose activity, negative = inhibition, most hits filed as inhibitors; 230,000 tested, under 10 active; also: % of control where 0% means no effect
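Compounds were screened at multiple concentrations against a preformed CBF-beta(His)/RUNX1(biotin) complex (30 nM of each) for 15 min at room temperature, followed by 90 min with nickel and streptavidin beads and AlphaScreen reading.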
aGal spleen mod – qHTS Assay for Inhibitors and Activators of Human alpha-Galactosidase From Spleen Homogenate | Alpha-galactosidase A (Homo sapiens), P06280 | human spleen homogenate, 4MU-alpha-Gal fluorescence, 40 min | Potency, µM (series often up to 80 µM), inactives show top-dose activity change, negative = inhibition, hits mostly inhibitors | 240,000 compounds, 0.008% hits;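 also: potency is read from the fitted curve at half-maximal effect; 0% = enzyme with vehicle and -100% = no enzyme basal signal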
Target sequence (P06280 32-429 limits assumed): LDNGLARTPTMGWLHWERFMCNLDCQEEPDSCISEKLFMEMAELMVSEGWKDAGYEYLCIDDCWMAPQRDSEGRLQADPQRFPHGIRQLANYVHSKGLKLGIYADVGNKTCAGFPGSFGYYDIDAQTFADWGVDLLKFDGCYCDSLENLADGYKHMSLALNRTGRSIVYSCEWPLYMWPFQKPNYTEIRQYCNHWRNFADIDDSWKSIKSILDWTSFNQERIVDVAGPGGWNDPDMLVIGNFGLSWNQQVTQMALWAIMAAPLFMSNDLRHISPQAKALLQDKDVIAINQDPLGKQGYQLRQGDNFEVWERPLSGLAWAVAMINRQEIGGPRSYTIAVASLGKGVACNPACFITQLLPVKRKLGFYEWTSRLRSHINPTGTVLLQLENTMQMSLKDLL
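Human spleen homogenate (1 ug) as enzyme source, 4-methylumbelliferyl-alpha-D-galactopyranoside 1 mM final, citrate/phosphate pH 5.0 with 0.01% Tween-20. Compounds 40 min at 37C, NaOH/glycine stop; fluorescence Ex 365/Em 440, Hill-fit AC50.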
NPSR antag – qHTS Assay for Antagonists of the Neuropeptide S Receptor: cAMP Signal Transduction. CHO-NPSR cells, cAMP TR-FRET, antagonist mode. Potency, µM (highest dose often 38.3 µM), for the others: at the highest dose activity change, negative = inhibition, hits mostly inhibitors. AID 1461, 2008. 220,000 compounds, 1% hits. Q6W5P4; also: potency is read from the fitted curve at half-maximal effect; % is scaled to controls: 0 for no effect and ±100 for the full control effect; nearly all actives have a fitted effect of over 50% in size; many of its hits are not listed in these tables
Target sequence (Q6W5P4 whole entry, looked up): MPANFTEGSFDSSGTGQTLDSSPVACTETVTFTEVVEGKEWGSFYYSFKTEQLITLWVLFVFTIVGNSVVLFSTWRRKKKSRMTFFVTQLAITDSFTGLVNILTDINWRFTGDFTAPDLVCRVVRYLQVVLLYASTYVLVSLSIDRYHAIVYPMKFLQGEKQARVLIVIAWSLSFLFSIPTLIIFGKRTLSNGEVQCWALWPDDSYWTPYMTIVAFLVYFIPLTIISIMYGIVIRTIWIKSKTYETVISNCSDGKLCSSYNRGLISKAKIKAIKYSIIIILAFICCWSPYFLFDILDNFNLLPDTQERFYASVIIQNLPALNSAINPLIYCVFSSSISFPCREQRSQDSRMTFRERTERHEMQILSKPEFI
IMPase Li cell – qHTS Assay for Identifying the Cell-Membrane Permeable IMPase Inhibitors: Potentiation with Lithium. CHO-M1 cells, IP1 TR-FRET (IP-One), carbachol + lithium. Potency, µM (top dose mostly 59.4 µM), inactives show top-dose activity, negative = IMPase inhibition, usual class: inhibitors. 210,000 compounds, 0.35% hits;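 also: IP1 builds up when IMPase is blocked and the TR-FRET signal falls; potency is read from the fitted curve at half-maximal effect; plate controls were basal vehicle for no effect and high inhibitor control for full effect; nearly all actives have a fitted effect of over 50% in size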
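CHO cells stably expressing M1 receptor (2000/well, cultured 16–30 h) treated 30 min at 37C with compound plus low lithium. Cytosolic IP1 by TR-FRET (665/620 ratio and 620 channel) after 10 min lysis; AC50 by Hill fit.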
Epigenetic reg – Quantitative High-Throughput Screen for Regulators of Epigenetic Control. 280,000 compounds, 0.2% hits. murine LDR cells, GFP reporter derepression, 30 h. Potency, µM (top dose mostly 53.9 µM), for the others: at the top dose GFP activation, actives largely listed as activators; also: potency is read from the fitted curve at half-maximal effect; % of control where 0% means no effect; nearly all actives have a fitted effect of over 60% in size
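Murine LDR cells bearing a silenced CMV-driven GFP reporter were exposed to compound for 30 h at 37 C. After PBS washes, GFP-positive cells (20-120 um objects) counted by laser-scanning microplate cytometry.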
KinaseGlo FLuc – Counterscreen for Luciferase (Kinase-Glo TM) Inhibition; Potency, µM (doses to about 38.3 µM), for the others: top-dose activity change, negative = inhibition, actives largely listed as inhibitors; 200,000 compounds, 0.28% hits; Kinase-Glo luciferase, ATP luminescence, 8 min; AID 1379, 2008; Luciferin 4-monooxygenase (Photuris pensylvanica), Q27757; also: potency is read from the fitted curve at half-maximal effect; % is scaled to controls: 0 for no effect and ±100 for the full control effect; nearly all actives have a fitted effect of over 60% in size
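Inhibition of Kinase-Glo luciferase light generation was assessed at 10 uM ATP in pH 7.2 imidazole buffer, with luminescence measured after eight minutes at ambient temperature.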
* = called active by the depositor; ? = inconclusive; . = not tested or not shown; & = joins results of further samples; [ ] = dose if it differs, or a comment. Unless noted, calls follow the shape of the dose curve; as a rule, active = well fitted curve in the direction sought with a large enough effect; inconclusive = small, poorly fitted or top-dose-only effect, or another doubt; inactive = no such curve, though single readings can be large; an effect the other way counts as inactive or inconclusive. Only part of the results is shown, so the mix of outcomes need not match the whole.

SMILES	Lamin A splicing	CBFb RUNX1 block	aGal spleen mod	NPSR antag	IMPase Li cell	Epigenetic reg	KinaseGlo FLuc
N/C(=N\c1nc2c(c(=O)[nH]1)CCCC2)Nc1ccccc1Sc1ccccc1	6%	0%	0%	?	25%[38.3 µM]	-0.2%	-4%
COC(=O)c1ccc(NC(=O)COc2ccc(C3C(C#N)=C(N)Oc4c3ccc3ccccc43)cc2OC)cc1 (stereo not given)	2%	-1%	-3%	-13%[46.1 µM]	-14%[38.3 µM]	-1.2%	1%
OC(CNCC(c1ccc(Cl)cc1Cl)c1c[nH]c2ccccc12)c1ccccc1 (stereo not given)	?	5%	6%	?	23%	9.6%	2%
CCCSc1nnc(-c2c[nH]c3ccccc23)n1C	-7%	5%	3%	2%[46.1 µM]	5%[38.3 µM]	0.2%	0%
NC12CC3CC(C1)CC(O)(C3)C2	2%	7%	2%	-3%[46.1 µM]	18%[38.3 µM]	2.9%	0%
CCOC(=O)c1c(C)[nH]c(C)c1C(=O)CSc1nnc(-c2ccncc2)n1C	5%	1%	-1%	-10%[46.1 µM]	-1%[38.3 µM]	-2.6%	-1%
Cc1ccc(S(=O)(=O)N2CCOCC2)cc1NC(=O)CSc1nc(N)cc(=O)[nH]1	.	10%	7%	-11%	.	-0.3%	.
Cc1ccc(S(=O)(=O)N(CC(=O)NCc2ccco2)Cc2ccccc2F)cc1	-9%	-5%	5%	-27%[46.1 µM]	29%[38.3 µM]	-16%	0%
Cc1cc(C)nc(NC(=O)Cc2cccs2)n1	5%	4%	5%	-2%[46.1 µM]	18%[38.3 µM]	2.9%	-5%
COc1ccc(S(=O)(=O)Nc2cccc(S(=O)(=O)N3CCCCCC3)c2)cc1	-17%	10%	0%	13%	13%	-1.0%	2%
Cc1cc(C(=O)N2CCOCC2)n(-c2ccccc2)n1	16%	1%	-5%	-11%[46.1 µM]	2%[38.3 µM]	0.7%	5%
COc1ccc(N2C(=O)CSC2c2ccc3c(c2)OCO3)cc1 (stereo not given)	-5%	4%	4%	-7%[46.1 µM]	32%[38.3 µM]	8.1%	0%
O=C(O)c1ccnc(SCC(=O)c2ccccc2)c1	-1%	12%	-5%	-1%	-1%	-2.2%	-5%
COc1ccc(S(=O)(=O)Cc2ccc(C(=O)N3CCN(C(=O)c4ccco4)CC3)o2)cc1	1%	-1%	11%	18%[46.1 µM]	23%[38.3 µM]	0.8%	3%
c1nc2nc3c(c(N4CCOCC4)n2n1)CCCC3	?	6%	9%	-1%[46.1 µM]	-13%[38.3 µM]	0.7%	-1%
O=C(Cn1nc(-c2ccccc2)c2ccccc2c1=O)Nc1cccc(O)c1	.	1%	7%	41%	13%	-0.2%	.
CCc1cc2c(=O)c(-c3ccc4c(c3)OCCO4)coc2cc1OS(C)(=O)=O	?	-5%	0%	-21%	9%	-1.1%	1%
Cc1cc(NC(=O)c2ccc3c(c2)OCCO3)no1	-11%	1%	-4%	?	22%[38.3 µM]	0.9%	-14%
CN(C)S(=O)(=O)c1cccc(N=C2NN=C(c3ccccc3)CS2)c1	?	?	-7%	-15%	4%	2.0%	6%
Cc1ccc(C(=O)OCC(=O)NCc2cccs2)cc1	-8%	4%	-26%	1%[46.1 µM]	-3%	0.0%	0%
Cc1ccc2[nH]c(=O)c(CN(CCCN3CCOCC3)C(=O)Nc3ccc(Cl)cc3)cc2c1	?	4%	2%	-41%	8%	-1.1%	2%
Oc1ccccc1Nc1nc(NCC2CCCO2)c2ccccc2n1 (stereo not given)	?	-11%	4%	?	10%[38.3 µM]	-2.1%	-1%
Cc1nc2ccccc2nc(C)c1=NOCc1ccccc1Cl	-6%	-12%	3%	-13%	17%	-1.1%	4%
COc1ccc(-c2cc(=O)oc3cc(OCC(C)=O)ccc23)cc1	?	0%	-4%	-6%	-1%	2.1%	2%
Oc1ccccc1CNc1cnc2ccccc2c1	?	-6%	7%	-15%[46.1 µM]	3%	-1.0%	1%

Later entries
SMILES	Lamin A splicing	CBFb RUNX1 block	aGal spleen mod	NPSR antag	IMPase Li cell	Epigenetic reg	KinaseGlo FLuc
CC(=O)Nc1sc(C)c(C)c1C(=O)OCC(=O)Nc1cc(S(=O)(=O)N2CCCCC2)ccc1Cl	3%	-1%	7%	-14%	-15%	2.2%	1%
C[N+](C)(C)CCCCCC[N+](C)(C)C	?	-12%	10%	?	6%&3%&5%&8%&1%	-1.2%	-1%
CCCC(CCC(=O)NC1CCCCC1)C(=O)O (stereo not given)	4%	12%	-3%	5%[46.1 µM]	22%[38.3 µM]	-2.1%	2%
COc1ccc(CCNC(=O)CCc2ccc(S(=O)(=O)NCC(C)C)cc2)cc1	?	1%	-3%	1%	-2%	-3.8%	0%
CN(C)Cc1ccccc1-c1ccc2ncnc(N(C)C)c2c1	-9%	.	-14%	.	6%	.	.
COc1ccccc1NC(=O)Cc1noc(CN(C)Cc2cccs2)n1	-2%	-2%	-6%	-1%[46.1 µM]	47%[activator][38.3 µM]	0.0%	1%
CC(=O)c1c(C(=O)O)c2ccccc2[nH]c1=O	.	21%	16%	16%	.	0.0%	.
O=C(Nc1ccc(N2CCN(C(=O)c3ccccc3)CC2)c(Cl)c1)c1ccco1	?	0%	9%	-28%[46.1 µM]	26%[38.3 µM]	-1.0%	0%
CC1(C)CC(=O)C2=C(C1)Nc1ccccc1NC2c1cccs1 (stereo not given)	-2%[46 µM]	3%	9%	5%	-1%	1.1%	-5%
CCN(C(=O)Cc1c(C(=O)O)[nH]c2ccccc12)c1cc(OC)ccc1OC	-17%	-2%	4%	-16%[46.1 µM]	12%[38.3 µM]	0.0%	-2%
O=C(Nc1cccnc1)c1ccccc1-c1nc(-c2ccccc2F)no1	-7%	-4%	-1%	-4%[46.1 µM]	34%[activator][38.3 µM]	4.9%	5%
COc1cc(/C=C/c2ccc(O)cc2)cc(OC)c1	?	9%	-4%	-25%	.	-1.1%	.
COc1cccc(N2CCN(C(=S)Nc3cccc(C)c3)CC2)c1	-5%	-1%	3%	-8%[46.1 µM]	3%[38.3 µM]	-0.8%	2%
Cc1nccn1S(=O)(=O)c1cc([N+](=O)[O-])ccc1Cl	-7%	-1%	-1%	40%	-3%	4.4%	2%
CCOC(=O)c1[nH]c2ccccc2c1NC(=O)NC1CCCCC1	-1%	2%	-11%	-10%[46.1 µM]	18%[38.3 µM]	0.0%	-1%
CN1CCN(C(=O)CC23CC4CC(CC(C4)C2)C3)CC1	8%	0%	13%	-7%[46.1 µM]	-9%[38.3 µM]	-1.7%	-4%
CC1CC(C(F)(F)F)n2ncnc2N1 (stereo not given)	0%	3%	0%	-7%[46.1 µM]	27%[38.3 µM]	-1.0%	-2%
O=C(CNC(=O)c1cccc(OC(F)F)c1)OCn1nnc2ccccc2c1=O	.	-5%	-17%	8%	-7%	-0.3%	.
CC(C)c1ccc(C2C3=C(CC(C)(C)CC3=O)NC3=C2C(=O)c2ccccc23)cc1 (stereo not given)	-6%	?	4%	?	5%[38.3 µM]	-0.3%	4%
O=C(O)c1ccc(N/N=C/c2ccc3nccnc3c2)cc1	.	-3%	-2%	?	.	-1.1%	.
Cc1ccc(N2C(=O)C(F)(F)C2c2ccccc2)cc1 (stereo not given)	-8%[46 µM]	13%	12%	-26%	5%	1.5%	1%
Cc1cc(C)n(-c2ccc(C(=O)NC3CCCCC3)cc2)n1	-17%[46 µM]	14%	-3%	-14%	?	-5.2%	-2%
COc1ccc(C2C(C#N)=C(N)N(c3sc4c(c3C#N)CCCC4)C3=C2C(=O)CC(C)(C)C3)cc1OC (stereo not given)	2%	-11%	20%	?	-16%[38.3 µM]	-1.0%	-2%
CCc1ccc(C(=O)NNc2ccc(F)cc2F)cc1	.	8%	0%	-6%	.	0.0%	.
Nc1ccc2nc(SCc3cccc(F)c3)sc2c1	?	-3%	-8%	15%	-2%	0.1%	0%

More entries:
SMILES	Lamin A splicing	CBFb RUNX1 block	aGal spleen mod	NPSR antag	IMPase Li cell	Epigenetic reg	KinaseGlo FLuc
CCOC(=O)c1cc(C#N)c(SCc2ccc(C#N)cc2)nc1C	?	0%	-2%	?	-18%[38.3 µM]	2.9%	10%
CCCS(=O)(=O)N1CCC(C(=O)NCCCN2CCCC2=O)CC1	-9%	11%	-3%	-11%[46.1 µM]	-3%	-0.9%	3%
CN(C)CCNC(=O)c1cccc(S(=O)(=O)Nc2ccc(F)cc2)c1	-4%[46 µM]	14%	-3%	-2%	2%	-2.6%	-2%
O=C(CSc1nc2[nH]ncc2c(=O)[nH]1)N1CCCCC1	-3%	-2%	-1%	31%	-1%	-1.0%	1%
COc1ccc(NC(=O)Nc2nnc(N3CCCCC3C)s2)cc1OC (stereo not given)	-10%	1%[2.36 µM]	8%	0%	7%	1.0%	6%
CCOC(=O)c1cccc(NC(=O)C2(S(=O)(=O)c3ccc(Cl)cc3)CC2)c1	?	6%	-1%	-18%	-5%	0.0%	-6%
O=C(N/N=C(/CC(=O)c1cccs1)C(F)(F)F)c1ccc(O)cc1	?	-1%	-13%	-16%	4%	0.0%	2%
COc1ccc(CNc2ccnc(-c3cccnc3)n2)c(OC)c1	?	.	-28%	.	5%	.	.
C/C=C(\C)CN1CCN(c2ccccc2F)CC1	3%	7%	0%	-6%[46.1 µM]	30%[38.3 µM]	-1.1%	1%
Cc1ccnc(NC(=O)c2ccc(S(=O)(=O)c3ccccc3)cc2)c1	.	-1%	-6%	-9%	16%	1.1%	2%
CCCNC(=O)CN(Cc1ccco1)S(=O)(=O)c1ccc(OCC)cc1	7%	9%	5%	12%	3%	-1.0%	1%

Complete entries as entered above. Values in the order: Lamin A splicing	CBFb RUNX1 block	aGal spleen mod	NPSR antag	IMPase Li cell	Epigenetic reg	KinaseGlo FLuc
Entry for `COc1ccc(CNc2ccnc(-c3cccnc3)n2)c(OC)c1` : ?	.	-28%	.	5%	.	.
Entry for `CCOC(=O)c1cc(C#N)c(SCc2ccc(C#N)cc2)nc1C` : ?	0%	-2%	?	-18%[38.3 µM]	2.9%	10%
Entry for `CCCNC(=O)CN(Cc1ccco1)S(=O)(=O)c1ccc(OCC)cc1` : 7%	9%	5%	12%	3%	-1.0%	1%
